Screening data as filed in PubChem BioAssay.
VHR inh color: VHR1 (DUSP3) phosphatase inhibition; recombinant VHR phosphatase, colorimetric substrate read-out; inhibition, % at 20 µM; 50,000 tested, 0.7% active; in the data active means inhibition above about 60%; further: some results filed as inactive read as strong as hits
Target sequence (P51452 whole entry, looked up): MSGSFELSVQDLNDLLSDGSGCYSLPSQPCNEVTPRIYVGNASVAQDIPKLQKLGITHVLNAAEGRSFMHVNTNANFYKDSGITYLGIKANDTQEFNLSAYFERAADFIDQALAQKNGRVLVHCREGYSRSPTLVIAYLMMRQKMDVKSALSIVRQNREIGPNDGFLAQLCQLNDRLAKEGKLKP
Numbers without * were called inactive. These rows are one share of the data; the hit share may differ from the screen's.

SMILES	VHR inh color
O=C(NCc1ccncc1)c1cccc(Cl)c1	-22
COc1cc(C2/C(=C(\O)c3ccc([N+](=O)[O-])cc3)C(=O)C(=O)N2CCCCCC(=O)O)ccc1O (centres undefined)	5
COC(=O)C1=C(C)NC2=C(C(=O)c3ccccc32)C1c1ccc(-c2ccccc2[N+](=O)[O-])o1 (centres undefined)	-6
O=C(c1ccc(S(=O)(=O)c2ccccc2)cc1)N1CCOCC1	11
CC1(c2ccccc2)CC(C)(C)N(C(=O)CN2CCOCC2)c2ccccc21 (centres undefined)	-45

Structures above containing a nitro group on carbon (2):
SMILES	VHR inh color
COc1cc(C2/C(=C(\O)c3ccc([N+](=O)[O-])cc3)C(=O)C(=O)N2CCCCCC(=O)O)ccc1O (centres undefined)	5
COC(=O)C1=C(C)NC2=C(C(=O)c3ccccc32)C1c1ccc(-c2ccccc2[N+](=O)[O-])o1 (centres undefined)	-6
